Wnt bcat act = Wnt/beta-catenin pathway activators, primary screen, cell-based, plate reader, single point; Wnt/beta-catenin reporter cell assay, activator; activation, % at 9.35 µM; hit rate 1.2% among 300,000; in the data active means activation above about 30%, passing the limit was not always enough; inconclusive means no clear call, values can overlap the other calls;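 further: 0% = neutral control wells and 100% = positive control wells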
V-ATPase pHluor = regulators of yeast V-ATPase proton pumping, primary screen, pHLuorin cytosolic pH fluorescence. AID 504577, 2011. hit rate 0.37% among 350,000. response, % at 10 µM. S. cerevisiae; in the data active means response mostly above about 7.3%, no sharp cut-off; inactive means mostly below about 5.4%; further: actives read high; inactives centre near 0; some compounds called inactive have numbers as strong as hits
cardiac RTF act = cardiac RTF calcium sensitivity activators, primary screen, biochemical, IANBD-TnC fluorescence, EC20 calcium | activation, % at 7.2 µM | IANBD-labeled TnC RTF fluorescence at EC20 calcium; 0% EC20 calcium, 100% full calcium | AID 493008, 2010 | hit rate 0.24% among 340,000 | Troponin I, cardiac muscle (Homo sapiens) + Troponin T, cardiac muscle (Homo sapiens) + …;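 active means activation above the mean over all tested compounds plus 3 SD, cut at about 30% in these data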;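 further: rise in fluorescence read as greater calcium sensitivity of cardiac thin filaments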
CAL PDZ FP-1 = untagged CAL PDZ binding inhibitors, primary screen, biochemical, fluorescence polarization, HTS; Golgi-associated PDZ and coiled-coil motif-containing protein (Homo sapiens), Q9HD26; hit rate 0.92% among 300,000; purified CAL PDZ, TMR-peptide fluorescence polarization, 1 h; inhibition, % at 24.9 µM; AID 602252, 2012;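 active means mean inhibition of at least 30% with at least half of replicates also reaching 30%; inconclusive means no clear call, values can overlap the other calls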;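 further: 0% = DMSO neutral control and 100% = excess unlabeled competitor peptide PRC23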
CAL PDZ FP-2 = CAL PDZ peptide-binding inhibitors, primary screen, biochemical, fluorescence polarization, Cer-tagged CAL PDZ, HTS; purified CAL PDZ, TMR-peptide fluorescence polarization, 1 h; inhibition, % at 20 µM; hit rate 0.02% among 330,000; Golgi-associated PDZ and coiled-coil motif-containing protein (Homo sapiens), Q9HD26; AID 504414, 2011;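 active means highest replicate inhibition of at least 40%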;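 further: plate controls were DMSO neutral control wells for no effect and unlabeled competitor peptide control wells for full effect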
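Material: tagged CAL PDZ protein CerCALP, purified; buffer or medium: sodium phosphate/NaCl buffer pH 7.4 with TCEP, IgG, Thesit; also added: fluorescent TMR peptide probe; schedule: 1 h incubation at room temperature before polarization reading; technique: fluorescence polarization from S- and P-plane intensities, G-factor corrected; control set: unlabelled peptide and DMSO controls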
Rtt109 HAT inh = inhibitors of C. albicans Rtt109/Vps75 HAT, primary screen, biochemical, ThioGlo CoA-SH fluorescence, plate reader; Histone acetyltransferase RTT109 (Candida albicans (strain SC5314 / ATCC MYA-2876)), …; purified Rtt109/Vps75, 4 h; inhibition, % at 34.9 µM; hit rate 0.16% among 330,000; AID 540336, 2011;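 active means inhibition of at least 50% in every replicate; inconclusive means best replicate reaches 50% inhibition but some replicates fall short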
dFosB activator = activators of delta FosB homodimer, primary screen, biochemical, fluorescence polarization, TAMRA-CDK5 oligo, single point; AID 493131, 2011; activation, % at 25 µM; Protein FosB (Mus musculus), P13346; hit rate 0.99% among 340,000; purified delta FosB; percent of positive-control signal above neutral wells;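 active means mean activation above about 17%, with every replicate also reaching it, limit read from the data, passing the limit was not always enough; inconclusive means only one of the two conditions met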;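 further: fluorescence polarization rise as delta FosB binds a TAMRA Cdk5 AP-1 oligo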
Target sequence (P13346 whole entry, looked up): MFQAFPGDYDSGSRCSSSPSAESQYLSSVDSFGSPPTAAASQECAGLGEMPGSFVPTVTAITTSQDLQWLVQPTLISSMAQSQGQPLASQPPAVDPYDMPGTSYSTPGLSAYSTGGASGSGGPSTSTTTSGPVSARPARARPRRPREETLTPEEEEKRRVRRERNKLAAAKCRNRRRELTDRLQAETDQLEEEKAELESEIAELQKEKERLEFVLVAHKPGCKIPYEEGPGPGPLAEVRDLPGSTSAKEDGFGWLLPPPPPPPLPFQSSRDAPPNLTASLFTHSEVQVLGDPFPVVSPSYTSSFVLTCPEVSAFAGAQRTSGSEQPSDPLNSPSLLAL
Tat transport = E. coli Tat export inhibitors, primary screen, MC4100, TorA-mCherry reporter, fluorescence, single point; inhibition, % at 10 µM; hit rate 0.036% among 340,000;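 active means mean replicate inhibition at least 50% and at least half of replicates individually reaching 50%; inconclusive means only one of the two criteria met; inactive means neither criterion met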;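 further: exported cargo escapes ClpAP degradation while cytoplasmic cargo is degraded and loses fluorescence; 0% = median of neutral control wells and 100% = median of NaSCN control wells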
CDK5 inh = inhibitors of human CDK5/p35 kinase, primary screen, biochemical, single concentration; Recombinant CDK5/p35, ADP-Glo luminescence, 60 min; Cyclin-dependent kinase 5 (Homo sapiens) + Cyclin-dependent kinase 5 activator 1 (Homo …; inhibition, % at 10 µM; hit rate 0.01% among 330,000;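 active means highest replicate inhibition of at least 50% and at least 75% of replicates reaching 50%; inconclusive means only one of the two criteria met; inactive means both criteria failed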;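 further: plate controls were DMSO neutral control for no effect and GW8510 at 10 µM for full effect; many of its hits are not listed in these tables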
Target sequence (Q00535 whole entry, looked up): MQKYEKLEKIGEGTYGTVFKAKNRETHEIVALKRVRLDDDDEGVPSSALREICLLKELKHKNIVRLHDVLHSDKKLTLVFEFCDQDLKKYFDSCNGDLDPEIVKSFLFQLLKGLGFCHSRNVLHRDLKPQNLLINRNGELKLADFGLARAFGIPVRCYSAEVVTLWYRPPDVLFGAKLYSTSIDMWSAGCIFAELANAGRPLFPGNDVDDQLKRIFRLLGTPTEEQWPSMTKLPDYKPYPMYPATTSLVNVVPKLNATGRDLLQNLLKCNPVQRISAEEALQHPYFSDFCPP
Target sequence (Q15078 whole entry, looked up): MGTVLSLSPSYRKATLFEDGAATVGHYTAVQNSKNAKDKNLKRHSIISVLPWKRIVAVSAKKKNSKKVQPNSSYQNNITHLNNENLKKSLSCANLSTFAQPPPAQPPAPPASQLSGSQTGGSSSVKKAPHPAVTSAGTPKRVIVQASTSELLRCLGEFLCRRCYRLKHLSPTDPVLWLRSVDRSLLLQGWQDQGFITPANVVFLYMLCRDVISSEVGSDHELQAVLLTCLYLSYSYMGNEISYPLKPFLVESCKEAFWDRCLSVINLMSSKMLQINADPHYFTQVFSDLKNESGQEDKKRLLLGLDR
MITF act = activators of MITF-driven TRPM1 promoter reporter, primary screen, cell-based, SK-MEL-5, luciferase, single point; SK-MEL-5 TRPM1-promoter luciferase, 24 h; % of positive control, neutral wells = 0; activation, % at 12.5 µM; hit rate 0.75% among 300,000; AID 588334, 2011;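 active means mean activation of at least 80% with every replicate also reaching 80%; inconclusive means mean reaches 80% but some replicate falls short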;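 further: 0% = neutral control wells and 100% = parthenolide positive control wells; values of inactives mirror those of a sister screen read the other way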
An asterisk follows results filed as active; i = inactive; ? = inconclusive; nt = not tested or not shown.

SMILES	Wnt bcat act	V-ATPase pHluor	cardiac RTF act	CAL PDZ FP-1	CAL PDZ FP-2	Rtt109 HAT inh	dFosB activator	Tat transport	CDK5 inh	MITF act
COc1ccc(NC(=O)CS(=O)CC(=O)Nc2ccc(F)cc2F)cc1 (stereo unspecified)	-1	-4	-6	4	0.0	5	-4	-9	0.4	7
N=c1c(C(=O)NC2CCCC2)cc2c(=O)n3ccccc3nc2n1C1CCCC1	nt	1	-3	-4	-0.9	i	-1	-1	0.3	16
Cc1ccc2[nH]cc(CCNC(=O)c3cccnc3)c2c1	-3	3	2	-1	-2.7	1	-1	-4	2.0	1
O=S(=O)(NCc1cccs1)c1ccc(Br)cc1	0	-1	-2	-3	-1.0	8	-2	7	0.5	-1
COc1cc(OC)c(C(=O)NCC2CCCO2)cc1OC (stereo unspecified)	-2	-3	-1	-7	-2.6	2	3	-1	1.5	1
CCC(Sc1n[nH]c(=O)[nH]c1=O)C(=O)OCc1ccccc1 (stereo unspecified)	0	1	-3	-3	-2.8	0	-5	-4	-2.2	-13
CCCCOc1ccccc1Cn1c(=O)oc2ccc(C)cc21	-2	-9	-1	-2	-0.4	6	-11	6	-1.6	nt
CCOC(=O)C1CCN(C(=O)c2ccc(NC(=O)C3CCCO3)cc2)CC1 (stereo unspecified)	0	3	3	-1	nt	5	1	-3	-1.3	nt
O=C1CN(C(=O)c2c(F)cccc2F)C(c2ccccc2)c2cc(Br)ccc2N1 (stereo unspecified)	1	-5	-3	-2	-0.6	-6	-19	8	0.1	8
COC(=O)c1c(NC(=O)Nc2ccc(Cl)cc2)sc(C)c1C	-1	-1	6	-6	nt	-1	-3	2	1.9	-4
CCOCc1cnc(C)nc1NCC(=O)c1c(C)[nH]c2ccc(OC)cc12	-2	0	-2	-1	-3.3	8	-4	5	-0.7	-1
O=C(OCn1nnc2ccccc2c1=O)c1cccc(S(=O)(=O)N2CCOCC2)c1	0	0	1	0	-0.5	6	-9	-2	-0.2	-6
CCOC(=O)C(=O)N(Nc1ccccc1C)c1ccccc1C	?	2	-2	-21	-2.9	nt	-2	4	-3.7	-5
O=C(CCc1nnc(-c2ccccc2)o1)NCc1c(F)cccc1F	-3	1	12	nt	0.1	-3	2	-6	-0.9	15
COC(=O)c1sccc1NC(=O)Cc1ccc(Br)cc1	4	2	11	0	-0.5	6	-5	1	-1.7	1
O=c1onc(-c2ccc(Cl)cc2)n1Cc1ccc(F)cc1	-2	-4	-3	-1	-1.3	-1	4	-11	1.4	-1
C[C@H](CO)N1C[C@H](C)[C@@H](CN(C)Cc2ccc(C(=O)O)cc2)Oc2ccc(NS(=O)(=O)c3cn(C)cn3)cc2C1=O	4	-2	3	0	0.4	-23	-2	4	0.5	5
O=C(CNC(=O)c1ccccc1F)OCC(=O)c1c[nH]c2ccccc12	1	-2	-5	54*	-1.2	4	-4	-2	-0.9	-12
CCCc1nnc(NC(=O)Cn2c(=O)oc3ccccc32)s1	-3	1	2	0	-1.0	2	11	-2	2.7	-4
COc1ccc2nc(N3CCN(C(=O)C4COc5ccccc5O4)CC3)sc2c1 (stereo unspecified)	-3	1	1	-4	-2.2	19	-9	1	-2.6	100*
CC1CN(c2ccccc2)C(=O)CS1 (stereo unspecified)	-6	0	-3	1	-2.0	-5	-2	3	1.1	2
CCn1ccnc1CN(C)Cc1c(C(=O)N2C[C@@H](C)O[C@@H](C)C2)nc2ccc(Cl)cn12	-1	-1	-3	-3	-1.3	-22	-15	-2	1.2	0
COc1ccc2oc(C)c(C(=O)c3ccc([N+](=O)[O-])cc3)c2c1	-2	-3	2	-1	0.1	-3	-9	10	nt	-6
O=Nc1nc2ncccn2c1-c1ccccc1	-2	16	-2	-7	-0.7	-13	3	4	-1.3	-1
CCCCN(CCCC)S(=O)(=O)c1ccc(C(=O)Nc2nnc(COC)o2)cc1	nt	0	-3	-2	-1.2	-2	-18	22	-2.5	-15

Exported with bars between the fields: 12 of the compounds above.
SMILES | Wnt bcat act | V-ATPase pHluor | cardiac RTF act | CAL PDZ FP-1 | CAL PDZ FP-2 | Rtt109 HAT inh | dFosB activator | Tat transport | CDK5 inh | MITF act
CCC(Sc1n[nH]c(=O)[nH]c1=O)C(=O)OCc1ccccc1 (stereo unspecified) | 0 | 1 | -3 | -3 | -2.8 | 0 | -5 | -4 | -2.2 | -13
CCCCOc1ccccc1Cn1c(=O)oc2ccc(C)cc21 | -2 | -9 | -1 | -2 | -0.4 | 6 | -11 | 6 | -1.6 | nt
CCOC(=O)C1CCN(C(=O)c2ccc(NC(=O)C3CCCO3)cc2)CC1 (stereo unspecified) | 0 | 3 | 3 | -1 | nt | 5 | 1 | -3 | -1.3 | nt
O=C1CN(C(=O)c2c(F)cccc2F)C(c2ccccc2)c2cc(Br)ccc2N1 (stereo unspecified) | 1 | -5 | -3 | -2 | -0.6 | -6 | -19 | 8 | 0.1 | 8
COC(=O)c1c(NC(=O)Nc2ccc(Cl)cc2)sc(C)c1C | -1 | -1 | 6 | -6 | nt | -1 | -3 | 2 | 1.9 | -4
CCOCc1cnc(C)nc1NCC(=O)c1c(C)[nH]c2ccc(OC)cc12 | -2 | 0 | -2 | -1 | -3.3 | 8 | -4 | 5 | -0.7 | -1
O=C(OCn1nnc2ccccc2c1=O)c1cccc(S(=O)(=O)N2CCOCC2)c1 | 0 | 0 | 1 | 0 | -0.5 | 6 | -9 | -2 | -0.2 | -6
CCOC(=O)C(=O)N(Nc1ccccc1C)c1ccccc1C | ? | 2 | -2 | -21 | -2.9 | nt | -2 | 4 | -3.7 | -5
O=C(CCc1nnc(-c2ccccc2)o1)NCc1c(F)cccc1F | -3 | 1 | 12 | nt | 0.1 | -3 | 2 | -6 | -0.9 | 15
COC(=O)c1sccc1NC(=O)Cc1ccc(Br)cc1 | 4 | 2 | 11 | 0 | -0.5 | 6 | -5 | 1 | -1.7 | 1
O=c1onc(-c2ccc(Cl)cc2)n1Cc1ccc(F)cc1 | -2 | -4 | -3 | -1 | -1.3 | -1 | 4 | -11 | 1.4 | -1
C[C@H](CO)N1C[C@H](C)[C@@H](CN(C)Cc2ccc(C(=O)O)cc2)Oc2ccc(NS(=O)(=O)c3cn(C)cn3)cc2C1=O | 4 | -2 | 3 | 0 | 0.4 | -23 | -2 | 4 | 0.5 | 5

Some of these compounds in order of their number in Wnt bcat act, highest first.
Compound | Wnt bcat act
CCn1ccnc1CN(C)Cc1c(C(=O)N2C[C@@H](C)O[C@@H](C)C2)nc2ccc(Cl)cn12 | -1
CCCCOc1ccccc1Cn1c(=O)oc2ccc(C)cc21 | -2
CC1CN(c2ccccc2)C(=O)CS1 (stereo unspecified) | -6

Further records.
SMILES	Wnt bcat act	V-ATPase pHluor	cardiac RTF act	CAL PDZ FP-1	CAL PDZ FP-2	Rtt109 HAT inh	dFosB activator	Tat transport	CDK5 inh	MITF act
CCOc1ccc2nc(NCCNC(=O)CC)c(C#N)cc2c1	nt	3	-1	-1	-0.1	-3	-7	-3	0.4	-3
COc1ccccc1-c1nnc(C2CCN(S(=O)(=O)c3ccc([N+](=O)[O-])cc3)CC2)o1	-2	2	-3	-8	-2.6	-10	-4	-1	0.2	-33
Cc1ccc(O)c(-c2cc(C(F)(F)C(F)F)[nH]n2)c1	-3	3	-4	0	0.2	24	5	-3	4.6	22
COc1ccc(NC(=O)CC2C(=O)N(c3ccc(OC)cc3)C(=O)N2C(C)C)cc1 (stereo unspecified)	nt	2	-3	-3	-1.1	0	-8	1	-2.2	4
Cc1noc(C(=O)N2CCN(c3ccccc3)CC2)c1Cl	0	-4	2	nt	0.1	-2	0	-6	-0.9	nt
Cc1ccn2c(NC(=O)c3ccccc3)c(-c3cccs3)nc2c1	nt	-5	2	nt	-2.2	0	-4	-7	-1.1	9
c1ccc2c(c1)NC1(CCCC1)n1c-2nc2ccccc21	15	0	-5	-5	-2.7	-28	-4	1	1.7	?
CC(C)CC(C)NNC(=O)c1cc2ccccc2[nH]1 (stereo unspecified)	nt	0	3	4	nt	4	10	7	-1.8	-2
COc1cc(C(=O)NNC(=O)COc2ccc(Br)cc2)ccc1OCC(=O)N1CCOCC1	0	6	1	4	-1.2	-1	-7	2	-2.6	6
NC(=O)c1cc2ccccc2o/c1=N/NC(=O)c1ccccc1	1	1	4	-4	-1.8	7	-26	-6	-0.1	26
C1CCN(c2nc3nonc3nc2NCC2CCOCC2)CC1	0	0	-2	-2	-2.8	?	-2	4	9.5	-32
COCCNC(=O)C1CCC(CNS(=O)(=O)c2c(C)cc(C)cc2C)CC1 (stereo unspecified)	-1	0	-4	-8	-1.4	nt	-3	-9	1.6	-3
CC1CCN(C(=O)CSc2nnc(CNC(=O)c3ccco3)o2)CC1	-2	-5	-6	-4	-2.5	0	-2	-3	-0.3	3
COc1cc(CCC(=O)OCC(=O)N2CC(=O)Nc3ccccc32)cc(OC)c1OC	-3	5	-2	2	-0.4	-3	0	1	0.5	-7
CN(C)C(CNC(=O)c1ccc(-c2ccccc2)cc1)c1ccccc1 (stereo unspecified)	0	-4	1	-3	-4.7	4	-4	-5	0.5	28
COc1ccc(C(=O)NC2CCN(C(=O)Nc3ccccc3Cl)CC2)cc1	-1	1	-5	3	0.0	5	1	0	1.1	-6
COc1cccc(/C=N/NC(=O)c2ccc(=O)n(C)c2)c1O	2	3	-24	-8	-0.3	-12	-4	-1	nt	-30
Cc1ccc(CNC(=O)CCCc2cn(C)c3ccccc23)cc1	-3	5	7	-3	-0.1	-3	-4	-4	1.9	5
